p53ts 39C tox = cytotoxicity in p53ts cells at nonpermissive temperature; hit rate 1.5% among 130,000; Potency, µM (highest dose often 46.1 µM), for the others: at the top dose activity change, negative = cell killing, hits mostly cytotoxic; H1299-p53A138V viability at 39C, ATP luminescence, 24 h; note: nearly all actives have a fitted effect of over 55% in size
p53ts 32C kill = kills p53ts cells at the permissive temperature | Potency, µM (titrated, usually from 46.1 µM), without a hit: at the highest dose activity change, negative = cytotoxicity, actives largely listed as cytotoxic | H1299-p53A138V at 32C, ATP luminescence viability, 24 h | AID 924 | hit rate 0.93% among 130,000;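 note: 0% = DMSO and -100% = full killing by reference compound; nearly all actives have a fitted effect of over 55% in size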
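ATP-content luminescence (ATPlite) read-out after 24 h compound exposure at 32C in H1299-p53A138V cells (600/well). Tested up to 46 uM. Normalized to DMSO (0%) and 100 uM tamoxifen (100% killing); Hill-fit AC50.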
Peg3 imprint = inducers of genomic imprint erasure in mouse ES cells | mouse ES Peg3-LacZ reporter, beta-gal luminescence, 40 h | AID 1948 | Potency, µM (highest dose often 60.7 µM), without a hit: at the top dose activity change, positive = activation, actives largely listed as activators | hit rate 0.02% among 110,000;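 note: 0% = negative control wells on the plate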
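Gelatin-coated wells received 300 freshly trypsinized female ES cells with a Peg3LacZ-Neo reporter on the maternal allele, then incubated 40 hours at 37C. BetaGlo was added for 5 minutes at room temperature before a single luminescence read.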
IkB sig inh = inhibitors of IkB signaling in ABC-DLBCL cells; AID 445; ABC-DLBCL IkBa-CBG/CBR dual luciferase ratio, 4 h; response scale: scaled: untreated 0%, proteasome inhibitor 100%; Potency, µM (titrated, usually from 57.1 µM), without a hit: at the highest dose IkBa stabilization activation; hit rate 0.04% among 110,000; active = well fitted curve in the direction sought with a large enough effect in the signal ratio, not every such curve was filed as active; inconclusive = small, poorly fitted or top-dose-only effect, or a change in a side signal; the % refers to the signal ratio;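 note: the direction sought is a rising ratio; 0% = basal untreated cells and 100% = reference inhibitor full response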
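Luminescence ratio of IκBα-fused green versus native red beetle luciferase in OCI-Ly3 cells, 4 h post-doxycycline with compound; red signal alone, scaled from basal (0%) to zero light (-100%), flagged nonspecific or cytotoxic effects.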
* marks the source's active call; other numbers are inactive results; ? = inconclusive; · = not tested or not shown; & = joins results of further samples; ! = not confirmed by another sample; [ ] = remark or other dose. Unless noted, calls come from the whole dose curve; as a rule, active = well fitted curve in the direction sought with a large enough effect; inconclusive = small, poorly fitted or top-dose-only effect, or another doubt; inactive = no such curve, though single readings can be large; an effect the other way counts as inactive or inconclusive. Unless noted, % is set by controls: 0 for no effect and ±100 for the full control effect; potency is the fitted concentration of half-maximal effect. An excerpt, so the mix of outcomes need not match the whole.

entry | mol | p53ts 39C tox | p53ts 32C kill
1 | c1ccc2c(c1)OC[C@@H](C1=NCCN1)O2 | ? | 36%[activator]
2 | CN1CCN(c2oc(-c3ccc(COc4ccccc4)o3)nc2C#N)CC1 | -16% | -8%
3 | CNC1[C@@H](O)C(OC2C(N)C[C@H](N)[C@@H](O[C@@H]3OC(C(C)O)C(O)C(O)C3N)C2O)OC[C@]1(C)O (some centres undefined) | -1% | 3%
4 | CCCCn1c(O)c(C=NC2CCCCC2N)c(=O)[nH]c1=O (centres undefined) | -16% | -9%
5 | Cc1ccc2c(c1)C1CN(C)CCC1N2C(=O)c1ccco1 (centres undefined) | -8% | -8%
6 | COc1ccc2c(c1)c(C(=O)CN1CCN(C)CC1)c(C)n2Cc1ccccc1 | 8% | -6%
7 | Cc1ccc(-c2nc(S(=O)(=O)c3ccc(C)cc3)c(SCC(=O)Nc3ccc(F)cc3)o2)cc1 | ? | -30%
8 | CCN(CC)C(=O)N[C@H]1C[C@H]2c3cccc4[nH]cc(c34)C[C@@H]2N(C)C1 | -5% | -10%

entry | Peg3 imprint | IkB sig inh
1 | -36%[inhibitor] | ?
2 | -13%[10.9 µM] | -0.6%
3 | 3% | ·
4 | -5% | 1.0%
5 | -7% | 0.3%
6 | -12% | 4.5%
7 | -7%[10.9 µM] | 20%
8 | · | 2.2%

(list continues)
entry | mol | p53ts 39C tox | p53ts 32C kill
9 | CC(C)(c1ccc(OC[C@@H]2CO2)cc1)c1ccc(OC[C@H]2CO2)cc1 | 13µM* | 13µM*
10 | CN(C)C(=O)Oc1cc(OC(=O)N(C)C)cc(C(O)CNC(C)(C)C)c1 (centres undefined) | -9% | 2%
11 | O=C1C2CCN(CC2)C1Cc1ccc(OCCOc2ccccc2)cc1 (centres undefined) | -8% | 3%
12 | CCCCCC[N+](=O)[O-] | -3% | 5%[1.84 µM]
13 | COc1ccc(CCn2c(O)c(C=NCCCN(C)C)c(=O)[nH]c2=O)cc1OC | 14% | 10%
14 | CC(=O)OCC(=O)[C@@H]1CC[C@H]2[C@H]3CC[C@H]4C[C@@H](O)CC[C@]4(C)[C@@H]3C(=O)C[C@@]12C | 10%[20.6 µM] | -1%[20.6 µM]
15 | CCN1C[C@@]2(OC(=O)c3ccccc3NC(C)=O)CCC(OC)[C@@]34C5CC6C(OC)C[C@@](O)(C(CC23)[C@@H]14)C5(O)C6OC (some centres undefined) | 13% | 0%
16 | O=CN1CC2CC(C1)c1cccc(=O)n1C2 (centres undefined) | 2% | 2%

entry | Peg3 imprint | IkB sig inh
9 | -13% | ?
10 | -7% | ·
11 | -11% | -1.7%
12 | 0% | 2.9%
13 | 3% | 0.2%
14 | -13%[16.8 µM] | 0.6%[25.6 µM]
15 | 3% | ·
16 | 20% | ·

Continuation.
entry | mol | p53ts 39C tox | p53ts 32C kill
17 | COc1ccc(-n2c(=O)[nH]c3ccccc3c2=O)c(OC)c1 | -6% | 1%
18 | CC1CC2(O)c3nonc3CCC2N1O (centres undefined) | -4% | -13%
19 | COc1ccc(CC2NCC(O)C2OC(C)=O)cc1 (centres undefined) | -5% | -3%
20 | NCCc1c[nH]c2ccc(O)cc12 | 9% | -1%
21 | CC(C)n1cc(C(=O)N(CC(=O)NC(C)(C)C)Cc2ccccc2)cn1 | 3% | 15%
22 | c1ccc(CCCN2CCN(CCOC(c3ccccc3)c3ccccc3)CC2)cc1 | 32µM* | ?
23 | CCCCCCn1c(N)c(C(=O)NCCN2CCOCC2)c2nc3ccccc3nc21 | ? | ?
24 | CCC[N+](=O)[O-] | 7% | 8%[1.84 µM]

entry | Peg3 imprint | IkB sig inh
17 | -1% | -0.1%
18 | 4% | 0.3%
19 | -27% | ·
20 | -19% | 0.2%[25.6 µM]
21 | · | ·
22 | -25%&-26% | ?
23 | -26% | ?
24 | ? | -0.5%

An excerpt from above in order of heavy-atom count, falling.
entry | mol | p53ts 39C tox | p53ts 32C kill
22 | c1ccc(CCCN2CCN(CCOC(c3ccccc3)c3ccccc3)CC2)cc1 | 32µM* | ?
21 | CC(C)n1cc(C(=O)N(CC(=O)NC(C)(C)C)Cc2ccccc2)cn1 | 3% | 15%
18 | CC1CC2(O)c3nonc3CCC2N1O (centres undefined) | -4% | -13%
20 | NCCc1c[nH]c2ccc(O)cc12 | 9% | -1%

entry | Peg3 imprint | IkB sig inh
22 | -25%&-26% | ?
21 | · | ·
18 | 4% | 0.3%
20 | -19% | 0.2%[25.6 µM]

(next part)
entry | mol | p53ts 39C tox | p53ts 32C kill
25 | CCC(=NCC1CCCO1)c1c(O)n(-c2ccccc2)c(=O)[nH]c1=O (centres undefined) | 8% | -9%
26 | CCCOc1ccc(C2SCC(=O)Nc3c2c(C)nn3-c2cccc(C)c2)cc1OC (centres undefined) | -2% | 3%
27 | CC(=O)OC1(c2ccccc2)CCN(C)C2CCCCC21 (centres undefined) | -5% | -1%
28 | Cc1cccc(N2CCc3c2nc2ccccc2c3N)c1 | -18%&-21% | -15%&-11%
29 | Cc1cc(-c2cc(C)c(N)c(C)c2)cc(C)c1N | -7% | ?
30 | Clc1nc(Cl)nc(Cl)n1 | 7% | -13%[1.84 µM]
31 | CC(=O)Nc1ccc(S(=O)(=O)NC(CC(=O)N2CCC3(CC2)OCCO3)C(C)C)cc1 (centres undefined) | 4% | 1%
32 | OCCNc1c2c(nc3ccccc13)CCCC2 | -1% | 3%

entry | Peg3 imprint | IkB sig inh
25 | -7% | -2.6%
26 | 16%[10.9 µM] | ?
27 | -2% | 0.4%
28 | -3%&-20% | ?
29 | -3% | -1.3%
30 | 12% | -0.7%
31 | · | ·
32 | -12% | -3.0%

Next results.
entry | mol | p53ts 39C tox | p53ts 32C kill
33 | COCC(=O)N1CCC2(CCCN(Cc3ccncc3)C2)CC1 | 9% | 0%
34 | O=C(O)COc1ccc(Cl)cc1Cl | 1%&4% | 9%&9%[1.84 µM]
35 | COc1ccc(N2C(=O)C(Cl)=C(N3CCN(Cc4ccccc4)CC3)C2=O)cc1 | 8% | 3%
36 | Cc1c(C(=O)c2ccc3ccccc3c2)c2cccc3c2n1[C@H](CN1CCOCC1)CO3 | -9% | 6%
37 | CN1[C@@H]2CCC[C@H]1CC(=O)C2 | 3%[20.6 µM] | 3%[20.6 µM]
38 | COc1cc(Br)cc(CN2CCN(C)CC2)c1O | 7% | -1%
39 | CCC(=NCCN1CCOCC1)c1c(O)n(-c2ccccc2C)c(=O)[nH]c1=O | 15% | 0%
40 | COc1ccc(NC(=O)c2ccco2)cc1NC(=O)COc1cccc(C)c1C | ? | -7%

entry | Peg3 imprint | IkB sig inh
33 | · | 1.8%[11.4 µM]
34 | 2%&-7%&-2% | 1.7%&2.6%
35 | -50%[inhibitor] | 4.7%
36 | -13% | ?
37 | 3%[16.8 µM] | -0.5%[25.6 µM]
38 | -15% | -2.8%
39 | 4% | -2.9%
40 | -13%[10.9 µM] | -0.8%

(next part)
entry | mol | p53ts 39C tox | p53ts 32C kill
41 | CC(=NCc1ccc(F)cc1)c1c(O)n(C)c(=O)n(C)c1=O | 6% | -2%
42 | C[N+](C)(C)CC#CCN1CCCC1=O | -12%&-4% | -3%&-18%
43 | NC(=NCCc1ccc(I)cc1)SCCCc1cnc[nH]1 | ? | ?
44 | Cc1ccc(Cn2nnnc2CN2CCC(n3nnc4ccccc43)CC2)cc1 | -11% | 2%
45 | COc1ccc2c(c1)CC1(CN2C)C(=O)NC(=O)N(c2ccc(F)cc2)C1=O (centres undefined) | 4% | -2%
46 | CO[C@@H]1CC=C2CCN3CCC4=C(CC(=O)OC4)[C@]23C1 | 22% | 11%
47 | FC(F)(F)c1ccc2c(c1)ncn2C1CCN(Cc2nnnn2C2CCCCC2)CC1 | -8% | 4%
48 | O=C(c1cc(Br)ccc1Cl)N1CCC2(CC1)OCCO2 | 11% | 5%

entry | Peg3 imprint | IkB sig inh
41 | -8% | -1.2%
42 | -2%&3% | 0.1%&9.9%
43 | -17% | -0.3%
44 | -3% | -0.2%
45 | 1% | 1.1%
46 | · | 0.6%
47 | -6% | ?
48 | -16% | -1.2%

(continued)
entry | mol | p53ts 39C tox | p53ts 32C kill
49 | CC(C)=CC1C(C(=O)OCc2cccc(Oc3ccccc3)c2)C1(C)C (centres undefined) | -3% | 4%
50 | COc1ccc(C(CC(=O)N2CCC3(CC2)OCCO3)NS(=O)(=O)c2ccc(OC)cc2)cc1 (centres undefined) | -12% | -6%
51 | Cc1cc(C)c(C2=NOC(O)(C(F)(F)F)C2)c(=O)[nH]1 (centres undefined) | -1% | 3%
52 | O=C1NC(=O)C(CCc2ccncc2)(c2ccccc2)C(=O)N1 | 9% | -2%
53 | C[C@]12CC[C@H](O)C[C@@H]1CC[C@H]1[C@H]2CC[C@]2(C)C(=O)CC[C@@H]12 | 6%[20.6 µM] | 2%[20.6 µM]
54 | Cc1cc(Cc2cc(C)c(N)cc2N)c(N)cc1N | -12%[9.22 µM] | -5%[9.22 µM]
55 | CN(C)c1ccc2c(c1)N=C(c1ccco1)OP2(=S)N1CCOCC1 (centres undefined) | -1% | 11%
56 | O=P(O)(O)C#Cc1ccccc1 | 10% | -10%

entry | Peg3 imprint | IkB sig inh
49 | -11% | ·
50 | -9% | 0.0%
51 | 5% | -0.8%
52 | -9% | 0.8%
53 | -12%&8%&-3%[16.8 µM] | -2.7%[25.6 µM]
54 | ? | -1.0%[11.4 µM]
55 | -9% | 0.6%
56 | -2% | -1.4%

Continuation.
entry | mol | p53ts 39C tox | p53ts 32C kill
57 | CCC(C)NC(=O)c1c(N)n(Cc2ccc3c(c2)OCO3)c2nc3ccccc3nc12 (centres undefined) | ? | -11%
58 | CC(C)C1C(=O)N2CCCC2[C@]2(O)O[C@@](NC(=O)[C@@H]3C=C4c5cccc6[nH]cc(c56)C[C@H]4N(C)C3)(C(C)C)C(=O)N12 (some centres undefined) | -4% | 14%
59 | O=C(CCCN1CCC2(CC1)C(=O)N(Cc1cccc(F)c1)CN2c1ccccc1)c1ccc(F)cc1 | ? | ?
60 | COc1ccccc1-n1c(O)c(C=Nc2c(C)n(C)n(-c3ccccc3)c2=O)c(=O)[nH]c1=O | -2% | 0%
61 | CC(C)[C@@H]1CN[C@H](C(=O)O)[C@@H]1CC(=O)O | -6% | -6%
62 | C=C1C([C@@]2(C)C(OC(C)=O)CC(=O)O[C@@](C)(COC(C)=O)C2CC(=O)OC)C(OC=O)C(OC(=O)C(OC(C)=O)C(C)CC)[C@]2(C)C(c3ccoc3)CC(=O)C12O (some centres undefined) | 12% | 7%
63 | Cc1cc2c(C(C)C)c(O)c(O)c(C=O)c2c(O)c1-c1c(C)cc2c(C(C)C)c(O)c(O)c(C=O)c2c1O | 20µM* | 20µM*!
64 | O=c1[nH]c(=O)n(CCC2=CCCCC2)c(O)c1C=NCc1cccnc1 | 2% | -3%

entry | Peg3 imprint | IkB sig inh
57 | -32%[inhibitor] | 5.6%
58 | -7% | ·
59 | -31%[inhibitor] | ?
60 | -3% | 5.2%
61 | -1% | 0.3%
62 | -10% | ·
63 | -22% | ?
64 | -8% | -3.5%

New compounds follow
entry | mol | p53ts 39C tox | p53ts 32C kill
65 | COc1cc2c(cc1OC)[C@@H]1C(=O)c3ccc(O)c(CC=C(C)C)c3OC1CO2 (some centres undefined) | -3% | -2%
66 | CCCCCCn1c(=O)c(C(=O)Nc2ccncc2)c(O)c2ccccc21 | 7% | 9%
67 | COc1ccc(C(=O)OC2C[C@H]3CC[C@@H](C2)N3C)cc1OC (some centres undefined) | 2%[20.6 µM] | -6%[20.6 µM]
68 | O=C(NCCc1ccc(Cl)cc1)c1ccc(Nc2nc3ccccc3n3nnnc23)cc1 | 7.9µM* | ?
69 | CCOC(=O)C1=C(C)OC(N)=C(C#N)C12C(=O)Nc1ccc(C)cc12 (centres undefined) | 14% | 7%
70 | CC(C)CCCC(C)C1CCC2C3CC(O)[C@@]4(O)CC(O)CC[C@@]4(C)C3CC[C@@]12C (some centres undefined) | ? | -20%
71 | COc1ccc2c3c([nH]c2c1)C(C)=NCC3 | -3% | -4%
72 | CCCCN1CCC(C#N)(Nc2ccccc2)CC1 | 3% | 8%

entry | Peg3 imprint | IkB sig inh
65 | -15% | ·
66 | -12% | -1.6%
67 | -17%[16.8 µM] | 0.6%[25.6 µM]
68 | -5%[10.9 µM] | ?
69 | 7% | -0.9%
70 | -4% | ·
71 | -22% | -2.3%[11.4 µM]
72 | ? | 0.1%

Screening results (PubChem)
